Assay outcomes: PubChem, several laboratories
LMP1 NFkB inh: Epstein-Barr LMP1 NF-kappaB reporter inhibition; inhibition, % at 12.5 µM; actives 0.69% (n = 350,000); LMP1-induced NF-kappaB luciferase reporter cells, luminescence; AID 504558; in the data active means inhibition above about 41%;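 further: 0% = neutral control wells and 100% = reference inhibitor control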
TROY signal inh: blocks TROY-dependent signaling in reporter cells. actives 0.98% (n = 360,000). inhibition, % at 10 µM. Q293 LMP1-TROYcd NF-kB luciferase reporter, 4 h;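 active means compounds whose plate-normalised and pattern-corrected inhibition of the luciferase reporter signal at the single screening dose is 50% or more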
NCOA2 inhibitor: human SRC2 (NCOA2) inhibition. Q15596. HEK293 GAL4-SRC2 luciferase reporter, luminescence. inhibition, % at 9 µM. actives 0.17% (n = 370,000);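 active means inhibition above the mean inhibition of all tested compounds plus 3 SD, set per campaign, cut at about 52% in these data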;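 further: 0% = DMSO treated cells and 100% = cells given Gossypol at 36 µM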
SRC3 inh: inhibits human SRC3 coactivator; Q9Y6Q9; HEK293 GAL4-SRC3 luciferase reporter, luminescence; inhibition, % at 3.6 µM; actives 0.17% (n = 360,000); AID 588352;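 active means inhibition above a per-campaign cutoff, the mean of all compounds plus 3 SD, cut at about 60% in these data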;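 further: 0% = DMSO-treated cells and 100% = gossypol-treated cells at 36 µM; higher means less SRC3-driven luciferase light from the GAL4 reporter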
Target sequence (Q9Y6Q9 whole entry, looked up, the tested form may be a part): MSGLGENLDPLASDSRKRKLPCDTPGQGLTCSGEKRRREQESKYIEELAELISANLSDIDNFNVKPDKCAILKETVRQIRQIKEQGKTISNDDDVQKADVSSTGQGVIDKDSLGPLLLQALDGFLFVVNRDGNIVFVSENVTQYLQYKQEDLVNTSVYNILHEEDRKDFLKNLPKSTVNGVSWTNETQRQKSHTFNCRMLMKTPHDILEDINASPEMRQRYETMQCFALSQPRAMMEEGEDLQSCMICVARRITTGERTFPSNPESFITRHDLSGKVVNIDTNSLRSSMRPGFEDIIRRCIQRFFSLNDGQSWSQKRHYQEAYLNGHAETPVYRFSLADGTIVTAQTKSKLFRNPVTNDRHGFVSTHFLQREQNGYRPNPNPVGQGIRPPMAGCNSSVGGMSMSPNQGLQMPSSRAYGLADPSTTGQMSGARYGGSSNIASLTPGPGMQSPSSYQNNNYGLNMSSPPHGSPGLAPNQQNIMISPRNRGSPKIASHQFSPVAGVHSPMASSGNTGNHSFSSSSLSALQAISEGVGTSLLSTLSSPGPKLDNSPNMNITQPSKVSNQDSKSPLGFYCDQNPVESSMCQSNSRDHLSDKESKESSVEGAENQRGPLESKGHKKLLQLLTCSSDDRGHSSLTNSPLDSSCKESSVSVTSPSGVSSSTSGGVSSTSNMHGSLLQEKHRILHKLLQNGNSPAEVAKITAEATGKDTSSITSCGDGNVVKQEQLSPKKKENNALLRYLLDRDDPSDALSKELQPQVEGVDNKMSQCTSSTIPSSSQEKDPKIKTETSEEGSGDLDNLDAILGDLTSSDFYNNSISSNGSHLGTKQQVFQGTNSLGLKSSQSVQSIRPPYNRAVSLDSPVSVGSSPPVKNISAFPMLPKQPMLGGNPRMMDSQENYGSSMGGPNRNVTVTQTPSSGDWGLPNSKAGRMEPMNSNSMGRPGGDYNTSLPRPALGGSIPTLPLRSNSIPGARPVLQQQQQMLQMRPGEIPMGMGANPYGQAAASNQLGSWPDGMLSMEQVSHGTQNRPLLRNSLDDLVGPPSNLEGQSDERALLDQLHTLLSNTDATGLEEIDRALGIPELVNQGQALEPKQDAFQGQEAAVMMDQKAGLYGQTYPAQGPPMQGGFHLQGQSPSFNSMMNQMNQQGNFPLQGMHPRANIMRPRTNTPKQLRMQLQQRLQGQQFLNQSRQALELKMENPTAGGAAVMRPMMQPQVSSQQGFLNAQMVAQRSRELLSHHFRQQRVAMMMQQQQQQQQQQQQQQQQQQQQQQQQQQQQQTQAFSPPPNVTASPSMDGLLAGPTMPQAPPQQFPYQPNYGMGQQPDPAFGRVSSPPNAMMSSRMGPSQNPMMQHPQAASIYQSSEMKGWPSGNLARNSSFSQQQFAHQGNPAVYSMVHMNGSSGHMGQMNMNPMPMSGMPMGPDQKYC
C8 TRAIL sens: sensitizes caspase-8 expressing cells to TRAIL. actives 1% (n = 360,000). NB7+C8 cells + TRAIL, ATPlite viability luminescence. AID 624354. inhibition (viability loss, TRAIL sensitization), % at 10 µM;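 active means compounds causing at least 50% loss of cell viability in the single-dose screen, relative to plate controls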
NOD2 RIPK2 PPI: NOD2-RIPK2 protein interaction inhibition. O43353. CHO BLA complementation NOD2-RIPK2, CCF4 ratio. inhibition, % at 4.98 µM. actives 0.38% (n = 360,000). AID 624267; in the data active means inhibition above about 21%;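 further: 0% = vehicle only and 100% = reference blocker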
TLR9-MyD88 inh: inhibitors of human TLR9-MyD88 binding | Q9NR96+Q99836 | CHO BLA complementation TLR9-MyD88, CCF4 FRET ratio | inhibition, % at 4.98 µM | actives 0.21% (n = 340,000);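 active means inhibition above the mean over all tested compounds plus 3 SD, cut at about 21% in these data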;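 further: 0% = DMSO only wells and 100% = clavulanate BLA inhibitor control wells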
NR2F2 inh: blocks human COUP-TFII nuclear receptor. P24468. HEK293T NGFI-A luciferase reporter, luminescence. inhibition, % at 8.6 µM. actives 0.7% (n = 370,000);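 active means inhibition above a per-plate cutoff, mean inhibition of test wells between control levels plus 3 SD, cut at about 38% in these data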;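 further: cells cotransfected with COUP-TFII expression vector driving the NGFI-A reporter; 0% = median of COUP-TF2 test wells and 100% = reporter-only cells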
LRH-1 inv ag: suppresses constitutive activity of human LRH-1. O00482. HEK293T StAR-luciferase reporter, LRH-1 transfected, 24 h. inhibition, % at 3.6 µM. actives 0.13% (n = 360,000);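 active means inhibition above the mean inhibition of all tested compounds plus 3 SD, cut at about 73% in these data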;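 further: 0% = DMSO wells and 100% = reporter-only cells lacking LRH-1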
Vif imaging: inhibitors of HIV Vif | inhibition, % at 7.49 µM | actives 0.35% (n = 340,000) | HEK293T cells, Vif self-association by quenched fluorescence, imaging, 24 h; in the data active means inhibition above about 50%, passing the limit was not always enough; further: some results filed as inactive read as strong as hits
NCOA1 inh: inhibitors of human steroid receptor coactivator 1 (SRC1). HEK293 GAL4-SRC1 luciferase reporter, luminescence. inhibition, % at 3.6 µM. actives 0.12% (n = 360,000). AID 588354;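 active means inhibition above the campaign mean plus 3 SD, with each screening campaign given its own cutoff, cut at about 60% in these data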;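 further: 0% = DMSO treated cells and 100% = gossypol at 36 µM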
* = called active by the depositor; . = not tested or not shown. Only part of the results is shown, so the mix of outcomes need not match the whole.

SMILES	LMP1 NFkB inh	TROY signal inh	NCOA2 inhibitor	SRC3 inh	C8 TRAIL sens	NOD2 RIPK2 PPI	TLR9-MyD88 inh	NR2F2 inh	LRH-1 inv ag	Vif imaging	NCOA1 inh
COC1CCN(C(=O)c2cc(COc3cc(C)ccc3C)on2)CC1	-12	-41	-28	-34	5	-2	4	-10	-4	4	-6
Cc1ccc(C(=O)N/C(=C/c2ccco2)C(=O)OCN2C(=O)c3ccccc3C2=O)cc1	-5	0	-10	14	7	1	-1	-14	-19	11	-6
Cc1cc(C)n2nc(C(=O)N(C)c3c(N)n(Cc4ccccc4)c(=O)[nH]c3=O)nc2n1	-1	-1	-14	-3	8	-13	-36	-19	3	1	-6
O=C(CSCc1ccccc1)N1CCN(Cc2ccc3c(c2)OCO3)CC1	6	17	7	19	-10	-3	1	-3	-2	-5	-8
O=C(CN1CCN(c2ccccc2)CC1)Nc1ccccc1Sc1ccccc1	-6	30	-8	1	12	-10	1	19	-17	13	-4
COc1cc2c(cc1OC)C(c1ccccc1)N(C(=O)c1ccccc1)CC2 (stereo not drawn)	1	1	15	5	-1	-5	9	14	22	-7	4
COCCn1c(COc2ccc(Cl)cc2)nnc1SCC(N)=O	-34	-9	.	20	0	2	3	.	-3	-3	-4
COc1ccc(NS(=O)(=O)c2ccc(-c3ccccn3)s2)cc1	.	19	16	-3	-15	-6	.	6	-2	-3	3
COC(=O)C1=C[C@@H](C(=O)OC)[C@@H]2C3=C(C(=O)[C@]2(C)NC(=O)c2ccccc2)[C@H](C)n2c(=O)n(C)c(=O)n2[C@@H]3C1	-1	-21	-1	1	-3	8	7	5	-7	-3	-19
O=C1Cc2ccccc2C(=O)N1	.	-10	7	.	2	-6	.	5	-19	.	.
COc1ccc(CC(=O)NC2CC2)cc1OC	7	9	-5	-9	6	-4	1	17	-20	20	10
Cc1cc(=O)c(C(=O)O)cn1-c1ccc(C(C)C)cc1	1	8	4	16	-5	2	-8	-11	0	12	3
Cc1ccc(NC(=O)c2oc3ccccc3c2NC(=O)C2CC2)cc1	-2	-37	10	1	-1	-3	-3	-7	-21	20	-36
Cc1ccc(-n2nc(C)c(C(=O)Nc3cccc(C(=O)NC4CC4)c3)n2)c(C)c1	31	21	9	-15	18	4	4	21	-9	20	-4
Cc1ccc(/C=N/NC(=O)c2nnn(-c3nonc3N)c2CNc2ccccc2)cc1	0	0	-2	8	-2	-6	-3	-10	9	2	-4
Cn1c(SCC(=O)Nc2cccc(F)c2)nnc1-c1cc2ccccc2o1	0	-20	5	-26	-12	-1	-1	16	1	8	-30
CCCCC1C(=O)CC[C@H]2[C@@H]1CC(=O)[C@@H]2C/C=C\CCCC(=O)O (stereo partly drawn)	0	-2	.	-26	-6	-3	-9	.	0	2	2
Oc1ccc(F)cc1-c1cc(-c2ccc3c(c2)OCCO3)n[nH]1	-71	-22	-21	-89	16	0	1	-23	-117	-2	-111
COC(=O)c1cnc(SC)nc1C	-5	10	-36	-6	0	8	5	-11	7	14	4
NC(=O)Nc1ccc(C(=O)OCC(=O)Nc2cccc(S(=O)(=O)NC3=NCCCCC3)c2)cc1	-8	-15	-22	0	-5	-9	2	-6	-19	6	8
CC1CC(C)CN(S(=O)(=O)N2CCCC(C(=O)NCc3ccccc3Cl)C2)C1 (stereo not drawn)	-4	-10	-6	8	8	-17	-12	10	6	-7	3
O=C(O)c1ccccc1-c1ccccc1C(=O)NNc1ccc([N+](=O)[O-])cc1	2	5	-15	1	3	-14	5	18	-14	-14	-2
CC(C)OC(=O)CCCN1C(=O)c2ccc(N)cc2C1=O	7	-12	-52	1	-12	-1	6	16	14	6	-1
COc1ccc(C(C)(O)c2nc(-c3cccc(NC(C)=O)c3)cs2)cc1 (stereo not drawn)	.	-7	-11	-1	-4	10	.	13	4	-3	-62

Full records, looked up by structure. Values in the order: LMP1 NFkB inh, TROY signal inh, NCOA2 inhibitor, SRC3 inh, C8 TRAIL sens, NOD2 RIPK2 PPI, TLR9-MyD88 inh, NR2F2 inh, LRH-1 inv ag, Vif imaging, NCOA1 inh
Listed for COc1ccc(NS(=O)(=O)c2ccc(-c3ccccn3)s2)cc1 → ., 19, 16, -3, -15, -6, ., 6, -2, -3, 3
Listed for COCCn1c(COc2ccc(Cl)cc2)nnc1SCC(N)=O → -34, -9, ., 20, 0, 2, 3, ., -3, -3, -4
Listed for COC1CCN(C(=O)c2cc(COc3cc(C)ccc3C)on2)CC1 → -12, -41, -28, -34, 5, -2, 4, -10, -4, 4, -6
Listed for CCCCC1C(=O)CC[C@H]2[C@@H]1CC(=O)[C@@H]2C/C=C\CCCC(=O)O (stereo partly drawn) → 0, -2, ., -26, -6, -3, -9, ., 0, 2, 2
Listed for O=C(CN1CCN(c2ccccc2)CC1)Nc1ccccc1Sc1ccccc1 → -6, 30, -8, 1, 12, -10, 1, 19, -17, 13, -4

No new results follow: an excerpt of the list.
SMILES	LMP1 NFkB inh	TROY signal inh	NCOA2 inhibitor	SRC3 inh	C8 TRAIL sens	NOD2 RIPK2 PPI	TLR9-MyD88 inh	NR2F2 inh	LRH-1 inv ag	Vif imaging	NCOA1 inh
O=C(CN1CCN(c2ccccc2)CC1)Nc1ccccc1Sc1ccccc1	-6	30	-8	1	12	-10	1	19	-17	13	-4
COc1cc2c(cc1OC)C(c1ccccc1)N(C(=O)c1ccccc1)CC2 (stereo not drawn)	1	1	15	5	-1	-5	9	14	22	-7	4
COCCn1c(COc2ccc(Cl)cc2)nnc1SCC(N)=O	-34	-9	.	20	0	2	3	.	-3	-3	-4
COc1ccc(NS(=O)(=O)c2ccc(-c3ccccn3)s2)cc1	.	19	16	-3	-15	-6	.	6	-2	-3	3
COC(=O)C1=C[C@@H](C(=O)OC)[C@@H]2C3=C(C(=O)[C@]2(C)NC(=O)c2ccccc2)[C@H](C)n2c(=O)n(C)c(=O)n2[C@@H]3C1	-1	-21	-1	1	-3	8	7	5	-7	-3	-19
